D1 allo mod = allosteric modulators of human D1 dopamine receptor. P21728. HEK293 D1, CRE-luciferase, dopamine EC30 potentiation; actives deviate in either direction. B-score at 10 µM. actives 5.9% (n = 58,000). AID 641;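 active means luminescence count or its row- and column-corrected plate score outside the 99.7% band of the plate's sample wells, on either side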
SF-1 act = SF-1 (human) activation. actives 1.9% (n = 65,000). CHO-K1 Gal4-SF-1 LBD luciferase reporter; % increase over DMSO SF-1-specific signal. activation, % at 10 µM. Q13285;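 active means activation above the mean activation of all tested compounds plus 3 SD, cut at about 50% in these data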
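material = CHO-K1 cells with Gal4–hSF-1 LBD chimera plus Gal4-driven luciferase | compound = 10 µM single point, 1% DMSO | incubation = 20 h compound exposure at 37 °C after 1 h cell settling | measured by = SteadyLite luciferase luminescence | evaluation = percent activation relative to DMSO median and mock-transfected background | control set = DMSO negative control and −SF1 background wells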
Cdc25B inh = inhibitors of human Cdc25B phosphatase. P30305. recombinant Cdc25B, OMFP fluorescence Ex485/Em525. inhibition, %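 (compounds tested at 10 µM final in the well)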. actives 0.1% (n = 65,000). AID 368; in the data active means inhibition above about 50%
RORA act = RORA (human) activation; P35398; CHO-K1 Gal4-RORA LBD luciferase reporter, luminescence; percent increase over mock-subtracted basal signal; activation, % at 10 µM; actives 1.5% (n = 65,000); AID 560;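 active means activation above the mean of all tested compounds plus 3 SD, cut at about 49% in these data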;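 further: 0% = DMSO-treated RORA cells and 100% = added signal equal to DMSO minus mock-transfected cells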
MKP-1 inh = human dual specificity phosphatase 1 inhibition | actives 0.15% (n = 65,000) | inhibition, %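 (compounds tested at a single concentration somewhere between 10 and 100 µM)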 | recombinant MKP-1, OMFP hydrolysis fluorescence;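 active means inhibition above about 50%, limit read from the data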;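 further: 0% = DMSO max control wells and 100% = wells with enzyme stopped by NaOH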
Hsp90 inh = displaces geldanamycin probe from tumor Hsp90; P07900; inhibition, % at 30 µM; actives 0.35% (n = 64,000); NCI-N417 lysate Hsp90, Cy3B-geldanamycin FP displacement;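 active means inhibition above 50%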;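 further: 0% = tracer plus lysate wells and 100% = tracer alone without lysate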
FXIIa mix inh = factor XIIa (human) inhibition, mixture screen. P00748. purified FXIIa, fluorogenic substrate, pooled mixtures. actives 0.2% (n = 62,000). inhibition, % at 5 µM; in the data active means inhibition above about 20%, passing the limit was not always enough;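 further: 0% = enzyme without compound and 100% = no enzyme blank; some results filed as inactive read as strong as hits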
HER2 expr 66K = inhibitors of human Her2 kinase expression; actives 0.69% (n = 65,000); HER2 level % of control, % at 10 µM; SKBR-3 HER2 protein level, AlphaScreen, 18-24 h; hits give low values; P04626; AID 645;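 active means HER2 level under 5% of the carrier-only control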;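 further: 100% = DMSO carrier and 0% = 500 nM PU-H71 HSP90 inhibitor; lower value means stronger loss of Her2 protein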
Target sequence (P04626 whole entry, looked up): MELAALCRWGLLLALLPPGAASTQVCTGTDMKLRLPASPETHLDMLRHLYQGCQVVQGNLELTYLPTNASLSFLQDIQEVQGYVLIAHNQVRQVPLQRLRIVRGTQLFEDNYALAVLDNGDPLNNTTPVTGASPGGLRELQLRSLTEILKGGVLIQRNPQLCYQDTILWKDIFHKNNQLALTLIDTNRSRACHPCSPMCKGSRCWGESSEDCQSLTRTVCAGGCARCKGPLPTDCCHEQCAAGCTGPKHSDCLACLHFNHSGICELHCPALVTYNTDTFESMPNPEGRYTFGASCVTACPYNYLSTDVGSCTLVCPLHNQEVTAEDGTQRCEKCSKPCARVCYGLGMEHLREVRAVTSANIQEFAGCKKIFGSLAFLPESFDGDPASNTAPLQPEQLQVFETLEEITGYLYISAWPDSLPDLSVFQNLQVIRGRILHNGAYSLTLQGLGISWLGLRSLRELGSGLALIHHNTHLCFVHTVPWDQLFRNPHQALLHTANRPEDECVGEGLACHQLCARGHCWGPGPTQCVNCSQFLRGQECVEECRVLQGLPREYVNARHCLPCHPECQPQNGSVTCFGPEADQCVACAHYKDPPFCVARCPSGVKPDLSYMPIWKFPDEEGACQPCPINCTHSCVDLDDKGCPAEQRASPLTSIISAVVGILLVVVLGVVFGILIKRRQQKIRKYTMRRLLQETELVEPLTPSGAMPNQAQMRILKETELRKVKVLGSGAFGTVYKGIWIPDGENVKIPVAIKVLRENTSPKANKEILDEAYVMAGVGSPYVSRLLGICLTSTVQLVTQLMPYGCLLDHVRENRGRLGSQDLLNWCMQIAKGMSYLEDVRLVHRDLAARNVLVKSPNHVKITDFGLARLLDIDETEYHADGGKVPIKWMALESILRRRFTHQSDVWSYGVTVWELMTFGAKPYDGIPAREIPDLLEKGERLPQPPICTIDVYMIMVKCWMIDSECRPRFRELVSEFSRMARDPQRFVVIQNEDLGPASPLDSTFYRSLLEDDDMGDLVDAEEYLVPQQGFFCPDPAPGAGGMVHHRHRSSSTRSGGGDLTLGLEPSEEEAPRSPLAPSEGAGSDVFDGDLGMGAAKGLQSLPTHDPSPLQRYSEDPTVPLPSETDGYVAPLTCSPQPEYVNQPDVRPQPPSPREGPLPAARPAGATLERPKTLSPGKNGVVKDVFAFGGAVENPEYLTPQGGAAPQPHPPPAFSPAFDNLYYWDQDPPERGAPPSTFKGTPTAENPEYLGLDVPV
TNAP act mid DEA = human TNAP activation, intermediate phosphate acceptor; purified TNAP, CDP-star luminescence, 100 mM DEA, 30 min; hits give high values; scale: 0 levamisole-inhibited, 1 vehicle-only enzyme; activation factor at 20 µM; 64,000 tested, under 10 active;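 active means activation factor of at least 2 at 20 µM, relative to controls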
Active calls of the source: *; / = no result given.

nr	structure	D1 allo mod	SF-1 act	Cdc25B inh	RORA act	MKP-1 inh	Hsp90 inh	FXIIa mix inh	HER2 expr 66K	TNAP act mid DEA
1	O=C1c2ccccc2C(=O)N1CCc1nc(-c2ccccn2)no1	0.041	3	-7	8	-15	-6	-10	96	0.9
2	C=CCn1c2ccccc2c2nnc(SCC(=O)NC(C(=O)OC)C(C)C)nc21 (configuration not stated)	4.4*	6	-24	12	22	-2	5	108	0.9
3	Cc1ccc(CNC(=O)c2ccc(Cn3nc(C)c(Cl)c3C)o2)cc1	/	-2	-6	-10	29	-1	16	76	0.9
4	O=C1NC(Nc2nc3ccccc3s2)(C(F)(F)F)C(=O)N1C1CCCCC1 (configuration not stated)	-0.62	-7	-1	6	-2	-6	9	29	1
5	Cc1cccn2c(N)c(-c3ccccc3)nc12	-2	33	-4	-6	22	24	8	109	0.8
6	CCOC(=O)C(NC(=O)c1ccc(OC)cc1)(Nc1cc(C)on1)C(F)(F)F (configuration not stated)	/	-8	7	-7	-14	-1	0	102	0.9
7	CCCCNc1cc(=O)n(C)c(=O)[nH]1	/	-13	-5	-4	8	-2	7	103	1
8	O=S(=O)(Nc1ccc(-c2nc3cccnc3s2)cc1)c1cccs1	8.5*	45	-34	34	9	-6	0	100	1
9	Cc1ccc2cc(CN(CC3CCCO3)S(=O)(=O)c3c(C)ccc4nsnc34)c(=O)[nH]c2c1 (configuration not stated)	-0.06	6	6	-12	-3	-5	9	82	0.9
10	COc1ccc(Br)cc1S(=O)(=O)N1CC(C)OC(C)C1 (configuration not stated)	0.022	-6	-2	10	4	-3	2	107	0.9
11	COc1ccccc1NC(=O)Nc1ccnn1C1CCCCC1	-1.7	-8	-20	22	11	/	4	98	0.9
12	CC(=O)c1c(C)nc2ccccn12	-0.11	0	-6	-20	3	-3	3	81	1
13	O=C(COc1ccc(S(=O)(=O)N2CCCCC2)cc1)N1CCCCCC1	0.65	-4	-4	-20	16	-2	0	108	0.9
14	Cc1ccc(-c2nnn(CC(=O)NCCc3ccc4c(c3)OCO4)n2)o1	0.63	4	5	-12	-17	2	-1	108	0.9
15	CC(C)n1c(NCc2cccs2)nc2ccccc21	-1	7	-8	-1	3	-1	1	111	0.9
16	O=C(Nc1nc(-c2cccs2)cs1)c1cccc(S(=O)(=O)N2CCCCCC2)c1	-0.065	-12	-10	11	6	-20	11	52	0.9
17	COc1ccc(Br)c(C(=O)Nn2c(C)nc3ccccc3c2=O)c1	1	12	-2	-5	0	0	1	80	1
18	COc1ccc(N2CCN(C(=O)c3ccc4nc(N5CCCCC5)sc4c3)CC2)cc1	1.3	31	-2	68*	4	-3	1	89	1
19	c1ccn2c(c1)nc1c2nc2ccccn21	-0.071	30	-11	39	6	-18	0	110	1
20	CCCc1[nH]nc2c1C(c1ccccc1OC)C(C#N)=C(N)O2 (configuration not stated)	1.3	28	-5	-20	-13	1	2	93	1
21	Cn1cc(S(=O)(=O)N2CCN(c3cccc(C(F)(F)F)c3)CC2)c(=O)n(C)c1=O	-0.44	-10	-6	-5	5	-2	3	106	1
22	CSCCC(NC(=O)c1ccccc1)C(=O)NCc1ccco1 (configuration not stated)	-0.68	4	-5	-17	3	2	3	88	0.9
23	CCc1c(C(=O)O)[nH]c2ccc(Br)cc12	/	-6	-36	1	-9	-4	/	144	0.9
24	O=C(NCc1ccccc1)c1noc2c1CCCCC2	0.19	52*	8	30	-1	-2	8	94	0.9
25	O=C(COc1ccc(OCc2ccccc2)cc1)NC1CCOC1=O (configuration not stated)	0.36	-24	0	-4	21	0	-2	100	1
26	COc1ccc(C2N3CC4(C)CN2CC(C)(C3)C4O)cc1 (configuration not stated)	0.95	16	-17	18	2	-3	2	79	0.9
27	Cc1c(C(=O)NCCN2CCOCC2)sc2nc(-c3ccc(F)cc3)cn12	-0.49	11	-39	2	21	-3	/	124	/
28	COc1ccc(-c2nc(C#N)c(N3CCCCCC3)o2)cc1OC	2.2	20	-8	20	23	-2	2	85	0.8
29	Cc1ccc(NC(=O)CS(=O)CC(=O)N(c2ccccc2)C(C)C(=O)NC2CCCC2)cc1 (configuration not stated)	-0.099	4	-11	-23	10	0	8	200	1
30	Cc1ccc(NC2=CC(=O)CCC2)cc1C	0.97	-11	-6	-8	-3	-7	3	/	1

Part of the list above in order of formula weight, ascending:
nr	structure	D1 allo mod	SF-1 act	Cdc25B inh	RORA act	MKP-1 inh	Hsp90 inh	FXIIa mix inh	HER2 expr 66K	TNAP act mid DEA
19	c1ccn2c(c1)nc1c2nc2ccccn21	-0.071	30	-11	39	6	-18	0	110	1
24	O=C(NCc1ccccc1)c1noc2c1CCCCC2	0.19	52*	8	30	-1	-2	8	94	0.9
4	O=C1NC(Nc2nc3ccccc3s2)(C(F)(F)F)C(=O)N1C1CCCCC1 (configuration not stated)	-0.62	-7	-1	6	-2	-6	9	29	1

The results go on.
nr	structure	D1 allo mod	SF-1 act	Cdc25B inh	RORA act	MKP-1 inh	Hsp90 inh	FXIIa mix inh	HER2 expr 66K	TNAP act mid DEA
31	Cc1nnc(C)n1/N=C/c1ccc(C(C)C)cc1	0.13	-2	-11	-13	3	2	-5	90	0.9
32	CCCc1nc2oc3c(N4CCNCC4)ncnc3c2c2c1CCCC2	-0.68	0	6	15	-14	0	-5	-15*	1
33	COc1ccccc1NC(=O)CC1C(=O)Nc2c1c(=O)n(C)c(=O)n2C (configuration not stated)	-0.44	-9	0	-22	-2	1	1	115	0.9
34	COCCCN1CC23C=CC(O2)C(C(=O)O)C3C1=O (configuration not stated)	0.19	-13	-8	8	-1	0	-9	83	0.9
35	CCCn1cnc2c(cnn2-c2ccc(F)cc2)c1=O	-0.04	52*	4	34	-6	1	0	96	0.9
36	COc1ccc(C2C=C(c3ccc(Cl)cc3)Nc3nc(NC(C)=O)nn32)cc1 (configuration not stated)	/	0	3	-14	16	-4	/	105	0.9
37	CCCOc1ccc(C2C(C(=O)OC)=C(C)N=C3SCCC(=O)N32)cc1OCC (configuration not stated)	0.46	0	-16	-3	9	2	1	98	1
38	N#Cc1cc2c(=O)n3ccccc3nc2n(CCN2CCOCC2)c1=O	-0.13	-6	3	-15	-19	-4	4	86	0.9
39	CCOc1cc(NC(=O)c2ccco2)c(OCC)cc1NC(=O)CCc1ccc(OC)cc1	1.2	-5	13	3	3	16	-17	39	0.8
40	CCOC(=O)c1cnc(SCC(=O)N2CCc3ccccc32)nc1N	2	12	-5	10	6	0	6	/	0.9
41	CCCN(CCC)CCSc1nc(O)c(C(C)C)c(=O)[nH]1	/	16	-11	-7	14	0	-11	88	0.9
42	CC1CCC(N2CCN(S(C)(=O)=O)CC2)CC1 (configuration not stated)	0.41	-1	-6	-12	15	2	-1	101	0.9
43	Cc1c(C(=O)O)[nH]c2c1C(=O)CC(c1ccc(Cl)cc1)C2 (configuration not stated)	-0.43	-7	5	9	11	1	4	74	1
44	CN(CC(=O)Nc1ccc(F)c(Cl)c1)S(=O)(=O)c1cccc2nsnc12	-0.11	8	-9	-4	-14	-2	-2	64	0.9
45	O=S(=O)(Nc1nccs1)c1ccc2c(c1)OCCO2	1.3	-12	2	-23	-16	2	-2	110	0.9
46	COc1ccc(-c2noc(CCC(=O)NCCCN3CCC(C)CC3)n2)cc1	0.28	-2	-6	-4	13	-1	-4	105	0.9
47	Cc1onc(-c2ccccc2)c1C(=O)NCC1CCCO1 (configuration not stated)	-0.022	3	-9	-14	-12	-7	1	116	0.9
48	COCCCN1C(=O)C(=O)/C(=C(/O)c2ccc(OCC(C)C)cc2C)C1c1cccnc1 (configuration not stated)	-0.065	-2	-13	-2	8	-3	3	90	0.9
49	Cc1ccc2[nH]c3c(c2c1)CCCC3C(N)=O (configuration not stated)	1.3	13	7	10	-9	-7	/	75	0.9
50	O=C(CSc1nnnn1C1CCCC1)Nc1cccc(NC(=O)c2ccco2)c1	-0.44	3	3	-3	7	-2	6	96	0.7
51	COc1cc(OC)cc(C(=O)N2CCC(n3c(C)nc4cc(F)ccc43)CC2)c1	0.94	8	1	-13	13	-4	1	84	0.9
52	CCCCCc1nnc(NC(=O)OCCC)s1	1.3	11	-10	31	4	-1	1	114	0.8
53	CCOc1ccc(N(CC(=O)Nc2ccc(C)c(C)c2)S(=O)(=O)c2c(C)noc2C)cc1	0.2	-7	1	44	-2	-2	-2	94	0.9
54	CC(=O)Nc1ccc(S(=O)(=O)Nc2cc(C)c(-n3nc4ccccc4n3)cc2O)cc1	0.41	1	-1	-15	4	-14	13	102	1
55	Cc1nnc(SCC(=O)Nc2sccc2C(N)=O)n1Cc1ccccc1	0.75	-14	-15	1	3	-4	11	150	1
56	Cc1cccc(C)c1NC(=O)CCCSc1nnnn1C	0.015	-5	1	2	-1	-3	9	101	0.8
57	COc1cc(NC(=O)C2CCN(S(=O)(=O)c3cccc4nonc34)CC2)cc(OC)c1	0.14	19	-9	7	-4	-2	-17	109	1
58	COCCn1c(Sc2nc(C)cs2)nc2c1c(=O)[nH]c(=O)n2C	/	-14	-15	2	-10	-2	-18	86	0.9
59	O=C(Nc1ccccc1)c1ccc(S(=O)(=O)N(CCO)CCO)cc1	0.3	12	-3	3	4	-4	4	80	1
60	COc1ccc(C)cc1S(=O)(=O)N(C)CC(=O)Nc1ccc2c(c1)OCO2	-0.02	5	-7	2	-5	34	-6	90	0.8

More structures follow.
nr	structure	D1 allo mod	SF-1 act	Cdc25B inh	RORA act	MKP-1 inh	Hsp90 inh	FXIIa mix inh	HER2 expr 66K	TNAP act mid DEA
61	Cc1ccc(C(=O)CSc2nc3ccccc3c(=O)n2N)o1	/	33	-2	34	-1	-3	-11	103	0.9
62	COc1ccccc1Nc1nc(N)nc(CN2CCN(c3ccccc3F)CC2)n1	-0.16	-1	3	0	9	-3	0	93	0.9
63	c1ccc(Nc2n[nH]nc2-c2ccccc2)cc1	1.1	10	0	18	4	4	2	120	0.8
64	CCCCN(CC)CCNc1c(N2CCN(C(=O)OCC)CC2)c(=O)c1=O	/	-19	-3	-3	8	-4	4	91	1

Reprinted from the results shown for reference:
nr	structure	D1 allo mod	SF-1 act	Cdc25B inh	RORA act	MKP-1 inh	Hsp90 inh	FXIIa mix inh	HER2 expr 66K	TNAP act mid DEA
49	Cc1ccc2[nH]c3c(c2c1)CCCC3C(N)=O (configuration not stated)	1.3	13	7	10	-9	-7	/	75	0.9
50	O=C(CSc1nnnn1C1CCCC1)Nc1cccc(NC(=O)c2ccco2)c1	-0.44	3	3	-3	7	-2	6	96	0.7
51	COc1cc(OC)cc(C(=O)N2CCC(n3c(C)nc4cc(F)ccc43)CC2)c1	0.94	8	1	-13	13	-4	1	84	0.9
52	CCCCCc1nnc(NC(=O)OCCC)s1	1.3	11	-10	31	4	-1	1	114	0.8
53	CCOc1ccc(N(CC(=O)Nc2ccc(C)c(C)c2)S(=O)(=O)c2c(C)noc2C)cc1	0.2	-7	1	44	-2	-2	-2	94	0.9
54	CC(=O)Nc1ccc(S(=O)(=O)Nc2cc(C)c(-n3nc4ccccc4n3)cc2O)cc1	0.41	1	-1	-15	4	-14	13	102	1
55	Cc1nnc(SCC(=O)Nc2sccc2C(N)=O)n1Cc1ccccc1	0.75	-14	-15	1	3	-4	11	150	1
56	Cc1cccc(C)c1NC(=O)CCCSc1nnnn1C	0.015	-5	1	2	-1	-3	9	101	0.8
57	COc1cc(NC(=O)C2CCN(S(=O)(=O)c3cccc4nonc34)CC2)cc(OC)c1	0.14	19	-9	7	-4	-2	-17	109	1
58	COCCn1c(Sc2nc(C)cs2)nc2c1c(=O)[nH]c(=O)n2C	/	-14	-15	2	-10	-2	-18	86	0.9
59	O=C(Nc1ccccc1)c1ccc(S(=O)(=O)N(CCO)CCO)cc1	0.3	12	-3	3	4	-4	4	80	1
60	COc1ccc(C)cc1S(=O)(=O)N(C)CC(=O)Nc1ccc2c(c1)OCO2	-0.02	5	-7	2	-5	34	-6	90	0.8
61	Cc1ccc(C(=O)CSc2nc3ccccc3c(=O)n2N)o1	/	33	-2	34	-1	-3	-11	103	0.9
62	COc1ccccc1Nc1nc(N)nc(CN2CCN(c3ccccc3F)CC2)n1	-0.16	-1	3	0	9	-3	0	93	0.9
